Screens as filed in PubChem.
LMNA splice mod: modulators of lamin A splicing | AID 1487 | Potency, µM (highest dose often 46.1 µM), for the others: top-dose ratio change, negative = inhibition, hits mostly inhibitors | 200,000 tested, 0.01% active | HeLa LMNA splicing GFP/RFP minigene ratio, 48 h; active = well fitted inhibition curve with a large enough effect in the signal ratio, with a control signal flat, not every such curve was filed as active; inconclusive = small, poorly fitted or top-dose-only effect, or effect the other way, or a change in a side signal; the % refers to the signal ratio
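S3 HeLa cells stably expressing lamin A-EGFP splicing minigene plus DsRed2, 600 cells/well, 48 h compound exposure at 37C. Laser-scanning cytometry; analysed as GFP (500-530 nm)/RFP (575-640 nm) total intensity ratio; 0.5% DMSO vehicle.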
Tau ThT inhib: inhibitors of human tau fibril formation, thioflavin T binding; P10636; recombinant tau K18 P301L (four-repeat tau fragment), heparin-induced fibrillization, ThT fluorescence; Potency, µM (top dose mostly 57.4 µM), without a hit: at the top dose activity, negative = inhibition, usual class: inhibitors; 270,000 tested, 2.1% active; active = well fitted inhibition curve with a large enough effect; inconclusive = small, poorly fitted or top-dose-only effect; note: nearly all actives have a fitted effect of over 55% in size
Target sequence (P10636 561-689 P618L limits assumed): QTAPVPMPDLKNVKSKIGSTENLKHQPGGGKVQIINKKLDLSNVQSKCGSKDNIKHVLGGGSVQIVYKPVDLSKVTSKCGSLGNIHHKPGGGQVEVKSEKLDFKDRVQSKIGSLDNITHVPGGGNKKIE
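Aggregation was driven by heparin (20 uM final) acting on recombinant tau […] bearing P301L in 100 mM sodium acetate pH 7; fibrils were detected with Thioflavin T.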
* hit, by the source's call; u = inconclusive; [ ] = remark or other dose. % is set by controls: 0 for no effect and ±100 for the full control effect; potency is the fitted concentration of half-maximal effect. An excerpt. The share of hits here may be higher or lower than overall.

SMILES	LMNA splice mod	Tau ThT inhib
Cc1ccc(C2CCN(C(=O)c3cnn(-c4ccc(C)c(C)c4)c3C3CCN(C(=O)OC(C)(C)C)CC3)C2)cc1 (stereo not drawn)	-29%[46 µM]	-9%
CCS(=O)(=O)N1CC(=O)N(c2cccc(C)c2C)C(C)(C(=O)NC2CCCCC2)C1 (stereo not drawn)	u	-4%
COc1ccc(CNC(=O)CS(=O)(=O)c2cccc3nsnc23)cc1	10%[46 µM]	1%
COc1ccc(NC(=O)NC2COc3ccccc3C2)cc1Cl (stereo not drawn)	-10%[46 µM]	-2%
CCOc1ccc(NC(=O)c2ccc(F)c(S(=O)(=O)NCc3ccc4c(c3)OCO4)c2)cc1	u	-10%
COCCNC(=O)CSc1nc2cc3c(cc2c(=O)n1CCCC(=O)NCc1ccc2c(c1)OCO2)OCO3	2%[46 µM]	4%
O=C(Nc1cc2ccc(O)cc2oc1=O)c1ccccc1	2%[46 µM]	-9%
O=C(NC1CC(=O)N(c2cccc(F)c2)C1)c1cc2ccccc2o1 (stereo not drawn)	u	-8%
CCOC(=O)c1c(C)[nH]c(CCC(=O)NCc2ccc(F)cc2)c1C	8%[46 µM]	-2%
O=C(OCc1ccco1)c1ccc2c(c1)N(Cc1cccc(F)c1)C(=O)c1ccccc1S2	-14%[46 µM]	-6%
CN(C)C1(CNC(=O)COc2ccc([N+](=O)[O-])cc2)CCCCC1	-1%[46 µM]	5%
Cc1cc2c(cc1S(=O)(=O)N(C)CC(=O)Nc1cccc(C#N)c1)OCC(=O)N2	19%[46 µM]	11%
COCCCNc1nc(NCc2cccc(Cl)c2)c2cnn(C)c2n1	-4%[46 µM]	-2%
O=C(Nc1cc(F)ccc1F)C1CCN(c2nc3ccccc3n3cccc23)CC1	u	u
COc1ccc(OC)c(S(=O)(=O)NCCc2csc3nc(-c4ccccc4)nn23)c1	-5%[46 µM]	-4%
Cc1ccc(-n2ncc3c(Nc4cccc(C)c4C)ncnc32)cc1	-15%[46 µM]	u
Cc1ccc(Cl)cc1-n1ncc2c(N3CCC(C)CC3)ncnc21	10%[46 µM]	-9%
Cc1oc(-c2ccccc2Cl)nc1CSc1nc2ncccc2[nH]1	-9%[46 µM]	-10%
Cc1oc(-c2ccccc2)nc1CNC(=O)Nc1ccccc1	7%[46 µM]	-5%
CCOCCCn1c(SCC(=O)Nc2ccc(CC)cc2)nc2ccccc2c1=O	14%[46 µM]	-8%
Cc1ccc(OCC(=O)Nc2cccc(C(=O)OCc3cc(=O)n4nc(C)sc4n3)c2)cc1	6%[46 µM]	u
Cc1ccc(C(=O)NCc2nnnn2-c2ccc(C)c(C)c2)cc1	12%[46 µM]	0%
Cc1c(Cl)cccc1-n1ncc(C(=O)NCCN2CCN(C)CC2)c1C1CCN(C(=O)OC(C)(C)C)CC1	u	6%
Cc1ccc(Cl)cc1N1CCN(C(=O)COCc2cc(-c3ccc4c(c3)OCO4)on2)CC1	u	u
CC1Cc2ccccc2N1S(=O)(=O)c1nnc(NC(=O)c2ccccc2)s1 (stereo not drawn)	27%[46 µM]	u

An excerpt of these results, as a markdown table.
| structure | LMNA splice mod | Tau ThT inhib |
| --- | --- | --- |
| Cc1c(Cl)cccc1-n1ncc(C(=O)NCCN2CCN(C)CC2)c1C1CCN(C(=O)OC(C)(C)C)CC1 | u | 6% |
| Cc1ccc(Cl)cc1N1CCN(C(=O)COCc2cc(-c3ccc4c(c3)OCO4)on2)CC1 | u | u |
| CC1Cc2ccccc2N1S(=O)(=O)c1nnc(NC(=O)c2ccccc2)s1 (stereo not drawn) | 27%[46 µM] | u |

Part of the list above, bar-delimited.
SMILES | LMNA splice mod | Tau ThT inhib
COc1ccc(OC)c(S(=O)(=O)NCCc2csc3nc(-c4ccccc4)nn23)c1 | -5%[46 µM] | -4%
Cc1ccc(-n2ncc3c(Nc4cccc(C)c4C)ncnc32)cc1 | -15%[46 µM] | u

Remaining list, next part.
SMILES	LMNA splice mod	Tau ThT inhib
CCc1ccc(-n2nc(C)c3c(C)cc(=O)n(CC(=O)N(CC)Cc4ccccc4)c32)cc1	u	-15%
Cc1ccc2sc(N3CCN(C(=O)C4COc5ccccc5O4)CC3)nc2c1C (stereo not drawn)	u	u
Cc1oc(-c2ccc(Cl)cc2)nc1Cn1c(=O)cc(C)c2c(C)nn(-c3cccc(F)c3)c21	u	-10%
CCCCn1c(SCc2ccccc2C#N)nc2c(sc3ccccc32)c1=O	1%[46 µM]	3%
CCC1CN(CC(=O)NCc2cccc(Br)c2)c2ccccc2S1 (stereo not drawn)	-3%[46 µM]	-4%
Cc1cn(C)c(CC(=O)Nc2cccc(Cl)c2C)c1C(=O)O	4%[46 µM]	-5%
COc1cccc(-n2c(SCC(=O)N3CCCc4ccccc43)nc3c([nH]c4ccccc43)c2=O)c1	11%[46 µM]	2%
NS(=O)(=O)c1ccc(CCNC(=O)CCCCCn2c(=O)[nH]c3ccccc3c2=O)cc1	14%[46 µM]	-1%
CCCc1nn2c(=O)cc(COC(=O)c3cccc(NC(=O)c4cccs4)c3)nc2s1	-2%[46 µM]	-16%
CCOC(=O)c1cc(S(=O)(=O)N2CCN(c3ccc(C(C)=O)cc3)CC2)[nH]n1	u	-7%
Cc1noc2ncnc(N3CCN(c4ccccc4F)CC3)c12	6%[46 µM]	-8%
N#Cc1c(NC(=O)CS(=O)(=O)c2ccc(Cl)cc2)sc2c1CCCCC2	u	0%
CC1CCN(S(=O)(=O)c2ccc3c(c2)N(CC(=O)NCCCN2CCCCC2)C(=O)CS3)CC1	5%[46 µM]	8%
CCc1ccc(NS(=O)(=O)c2ccc(NC(=O)N3CCCC3)cc2)cc1	4%[46 µM]	-2%
O=C(NCc1cccn1Cc1ccccc1)Nc1cccc(C(F)(F)F)c1	u	0%
CN1CCN(c2ncnc3c2cnn3-c2cccc(Cl)c2)CC1	-9%[46 µM]	-6%
CCOC(=O)c1c(C)[nH]c(CCC(=O)NCc2cccc(OC)c2)c1C	-12%[46 µM]	-4%
Cc1cccc(C(=O)Nc2ccc3nc(SCCOc4ccccc4)sc3c2)c1	14%[46 µM]	u
Cc1ccc(NS(=O)(=O)c2ccc3[nH]c4c(c3c2)CCCCC4)cc1	u	0%
COc1ccc(-c2nc3scc(CCNS(=O)(=O)c4ccc(F)cc4F)n3n2)cc1OC	2%[46 µM]	-4%
COc1cccc(CNC(=O)c2nc(Cn3nc(C)c(Br)c3C)no2)c1	3%[46 µM]	7%
CCN1CCC(N(Cc2ccc(F)cc2)C(=O)Nc2ccc(C)c(F)c2)CC1	-1%[46 µM]	1%
Cc1cccc(CCNC(=O)C2CCC(CNS(=O)(=O)c3c(C)cc(C)cc3C)CC2)c1 (stereo not drawn)	u	-17%
Cc1cc(C)cc(-n2ccnc2SCC(=O)Nc2ccc(C)cc2C)c1	-2%[46 µM]	-12%
O=C1C(c2ccc(F)cc2)N(Cc2ccccc2Cl)C(=O)CN1C1CCCCC1 (stereo not drawn)	-9%[46 µM]	0%
SMILES	LMNA splice mod	Tau ThT inhib
CCc1cnc2c(c1SCC(=O)Nc1ccc(C(=O)OC)cc1)c(=O)n(C)c(=O)n2C	8%[46 µM]	-8%
COc1ccccc1NCc1cccn1-c1nnc(N2CCCCCC2)s1	u	u
COc1ccc(NC(=O)C2CCN(S(=O)(=O)c3cc(-c4noc(C)n4)ccc3C)CC2)cc1	3%[46 µM]	-5%
Cn1nnnc1SCCCNCc1cc(Br)ccc1OCc1ccccc1F	u	-10%
Cc1cccc(-c2nc3c4ccccc4n(Cc4cccc(Cl)c4)c(=O)n3n2)c1	-1%[46 µM]	14%
Cc1cccc(C)c1NC(=O)CN1C(=O)c2cccc3cccc1c23	-10%[46 µM]	-12%
O=C(CSc1nc2c([nH]c3ccccc32)c(=O)n1-c1cccc(Cl)c1)NCc1ccccc1	1%[46 µM]	4%
O=C(COc1ccccc1F)Nc1nnc(SCc2cc(=O)n3ccccc3n2)s1	-4%[46 µM]	-10%
CCOC(=O)N1CCC(NC(=O)c2cnn(-c3cccc(C)c3)c2C2CCN(C(=O)OC(C)(C)C)CC2)CC1	7%[46 µM]	u
CN(Cc1ccccc1)S(=O)(=O)c1nnc(NC(=O)c2ccccc2)s1	u	u
Cc1c(C(=O)NCc2cccc(Cl)c2)sc2ncnc(N(C)C3CCCCC3)c12	u	-3%
COc1cn(CC(=O)Nc2ccc(C)cc2C)c(CN2CCCCC2)cc1=O	-9%[46 µM]	-6%
O=C(NCC(c1cccnc1)N1CCc2ccccc2C1)C(=O)Nc1cccc(Cl)c1 (stereo not drawn)	-4%[46 µM]	u
O=C(CCCc1nc(-c2ccccc2)no1)Nc1cc(C(F)(F)F)cc(C(F)(F)F)c1	u	2%
COc1cccc(C(=O)NCCc2sc(-c3cccc(C)c3)nc2C)c1	23%[46 µM]	u
Cc1ccccc1N1CCN(S(=O)(=O)c2nnc(NC(=O)c3ccc(C(C)C)cc3)s2)CC1	-1%[46 µM]	u
CCOc1ccccc1NC(=O)c1ccc(F)c(S(=O)(=O)NCc2ccc3c(c2)OCO3)c1	11%[46 µM]	-1%
CCOc1ccc(S(=O)(=O)Nc2cccc(-c3ccc(OCC)nn3)c2)cc1	u	5%
Cc1ccc(C(c2sc3nc(-c4ccco4)nn3c2O)N2CCCCC2)cc1 (stereo not drawn)	-7%[46 µM]	u
COc1cc(CN(C(=O)c2ccccc2[N+](=O)[O-])c2ccccn2)cc(OC)c1OC	1%[46 µM]	0%
Cc1nc2nc(SCc3c(F)cccc3Cl)nn2c(C)c1Cc1ccccc1	0%[46 µM]	-9%
O=C(CCc1nc(-c2cccs2)no1)Nc1cccc([N+](=O)[O-])c1	8%[46 µM]	-11%
Cc1ccc2nc(N3CCN(C(=O)C4CC4)CC3)sc2c1	u	u
CC1CCN(S(=O)(=O)c2cc(C(=O)N3CCN(c4ccccc4F)CC3)n(C)c2)CC1	-8%[46 µM]	0%
COC(=O)c1ccccc1NC(=O)CSc1cc(-c2ccccc2)nc(C)n1	33%[46 µM]	-17%

Sorted by molar mass (high to low): seven of the compounds above
SMILES	LMNA splice mod	Tau ThT inhib
O=C(CSc1nc2c([nH]c3ccccc32)c(=O)n1-c1cccc(Cl)c1)NCc1ccccc1	1%[46 µM]	4%
COc1ccc(NC(=O)C2CCN(S(=O)(=O)c3cc(-c4noc(C)n4)ccc3C)CC2)cc1	3%[46 µM]	-5%
Cn1nnnc1SCCCNCc1cc(Br)ccc1OCc1ccccc1F	u	-10%
Cc1cccc(-c2nc3c4ccccc4n(Cc4cccc(Cl)c4)c(=O)n3n2)c1	-1%[46 µM]	14%
COC(=O)c1ccccc1NC(=O)CSc1cc(-c2ccccc2)nc(C)n1	33%[46 µM]	-17%
COc1cccc(C(=O)NCCc2sc(-c3cccc(C)c3)nc2C)c1	23%[46 µM]	u
O=C(CCc1nc(-c2cccs2)no1)Nc1cccc([N+](=O)[O-])c1	8%[46 µM]	-11%

Next part:
SMILES	LMNA splice mod	Tau ThT inhib
Cc1ccc(NC(=O)Cn2c(SCc3ccc(F)cc3)nc3cccnc32)cc1F	17%[46 µM]	2%
Cc1ccc(N2CCN(S(=O)(=O)c3nnc(NC(=O)c4ccc(C(C)C)cc4)s3)CC2)cc1	4%[46 µM]	u
Cc1nn(C)c2c1c(C(F)(F)F)cc(=O)n2Cc1ccc(Br)cc1F	-16%[46 µM]	-13%
O=C(NCC(c1ccc2c(c1)OCO2)N1CCN(c2ccccc2)CC1)C(=O)Nc1ccccc1 (stereo not drawn)	18%[46 µM]	-5%
CCCn1cc(S(=O)(=O)c2cc(C)ccc2C)c(=O)c2cc(F)c(N3CCOCC3)cc21	-6%[46 µM]	-5%
O=C(c1ccc2c(c1)OCCO2)N(Cc1cccnc1)c1nc2c(F)cccc2s1	u	-11%
Cc1nc2c(c(SCC(=O)Nc3ccccc3C(F)(F)F)n1)CCC2	3%[46 µM]	-3%
Cc1c(C(=O)Nc2cccc(-c3nc4ccccc4s3)c2)oc2ccc(F)cc12	5%[46 µM]	u
Cc1cccn2c(=O)c(C(=O)N3CCN(c4ccccc4F)CC3)cnc12	0%[46 µM]	5%
CCOC(=O)c1cc(S(=O)(=O)N2CCN(c3ccccc3F)CC2)[nH]n1	8%[46 µM]	1%
O=C(c1cnc(N2CCCCC2)c2ccccc12)N1CCN(c2ccccc2F)CC1	u	-9%
O=C(Nc1nnc(S(=O)(=O)N2CCCC2)s1)c1ccc(F)cc1	u	u
Cc1c(Cl)cccc1NC(=O)CSc1nc(=O)n(Cc2ccco2)c2c1CCC2	u	-9%
Cc1ccc(C)c(NC(=O)c2nnn(CC(=O)Nc3cccc(C)c3C)c2N)c1	23%[46 µM]	0%
Cc1ccc(N2CCN(c3nc4c(S(=O)(=O)c5ccc(C)c(C)c5)nnn4c4ccccc34)CC2)c(C)c1	u	0%
CCOc1ccc(CCNc2ncnc3onc(C)c23)cc1OCC	3%[46 µM]	-5%
CC(C)CCNC(=O)N1CCN(S(=O)(=O)c2ccc3c(ccn3C)c2)CC1	-3%[46 µM]	-1%
CCCCOc1ccccc1CC1C(=O)Nc2ccc(Br)cc21 (stereo not drawn)	u	u
